# APP 5'UTR act: APP 5'UTR luciferase reporter activation. activation, % at 2 µM. SH-SY5Y APP 5'UTR luciferase reporter, luminescence; zero percent = DMSO vehicle wells. 190,000 tested, 1% active. AID 1276;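 active = activation above a set limit, based on mean plus 3 SD of controls, cut at about 140% in these data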; also: values of inactives mirror those of a sister screen read the other way
# G6PDH CS: L. mesenteroides G6PDH inhibition counter-screen. Purified L. mesenteroides G6PDH, diaphorase/resazurin coupled fluorescence, 45 min. inhibition, % at 5 µM. 200,000 tested, 0.12% active. AID 1020; in the data active = inhibition above about 50%
# Efa HMGR inh: inhibitors of class II HMG-CoA reductase from Enterococcus faecalis; purified E. faecalis HMGR, NADPH absorbance 340 nm kinetic; inhibition, % at 10 µM; 190,000 tested, 0.41% active;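 active = inhibition above a set limit, the median over all tested compounds plus 3 SD, cut at about 9.5% in these data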;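 also: enzyme runs in reverse so mevalonate oxidation gives rising NADPH absorbance; 0% = complete reaction with DMSO and 100% = background rate lacking mevalonate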
# APP transl inh: APP translation inhibition; SH-SY5Y APP 5'UTR-luciferase reporter, luminescence; inhibition, % at 2 µM; 190,000 tested, 0.82% active;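 active = inhibition above a set limit, derived from the sample mean plus 3 SD, cut at about 45% in these data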; also: values of inactives mirror those of a sister screen read the other way
# STAT1 activator: activators of IFN-gamma induced STAT1 signaling; NIH 3T3 STAT1-luciferase reporter, luminescence; 100% = IFN-gamma alone, no compound; activation (% of control), % at 5.5 µM; 200,000 tested, 2.6% active; AID 932;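 active = activation above the screen-wide mean activation plus 3 SD, cut at about 130% in these data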;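 also: raw ratio to IFN-gamma control signal so 100% means no change and 0% no light; values of inactives mirror those of a sister screen read the other way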
# FLuc stim CS: firefly luciferase counter-screen for stimulation assays. activation factor at 10 µM. ATPlite luciferase biochemical, luminescence, 10 min; 0 = ATP-free wells, 1 = DMSO control. P08659. 200,000 tested, under 10 active;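 active = luciferase activation factor, scaled between plate controls, of at least 2 with compound at 10 µM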
# Target sequence (P08659 whole entry, looked up): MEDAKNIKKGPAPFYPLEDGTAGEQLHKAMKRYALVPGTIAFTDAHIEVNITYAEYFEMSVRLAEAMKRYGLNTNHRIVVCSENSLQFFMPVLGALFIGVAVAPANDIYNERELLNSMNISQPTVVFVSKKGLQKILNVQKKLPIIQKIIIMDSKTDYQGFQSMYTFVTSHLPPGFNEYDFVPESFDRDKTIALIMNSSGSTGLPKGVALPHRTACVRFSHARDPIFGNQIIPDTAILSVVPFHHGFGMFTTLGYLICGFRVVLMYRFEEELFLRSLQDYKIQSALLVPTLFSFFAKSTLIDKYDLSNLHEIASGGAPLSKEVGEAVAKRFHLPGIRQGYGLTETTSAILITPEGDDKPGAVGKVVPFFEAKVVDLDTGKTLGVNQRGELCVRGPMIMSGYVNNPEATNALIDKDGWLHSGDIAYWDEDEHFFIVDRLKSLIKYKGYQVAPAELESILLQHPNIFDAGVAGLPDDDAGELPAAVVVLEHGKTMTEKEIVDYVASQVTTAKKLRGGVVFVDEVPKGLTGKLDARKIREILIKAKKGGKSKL
#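 assay system = Luciferase/luciferin detection reagent, cell-free biochemical luciferase assay | also added = ATP substrate | times = 10 min post-reagent at room temperature | measured by = luminescence from luciferase reaction | measure = luciferase activation, seen as luminescence increase over controls | benchmarks = low control with PBS replacing ATP, high control enzyme plus ATP without compound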
# FLuc inh counter: inhibits firefly luciferase, flagging false hits in luciferase inhibition screens; P08659; ATPLite firefly luciferase biochemical luminescence, 10 min; inhibition, % at 10 µM; 200,000 tested, 1.5% active; AID 1006;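 active = inhibition above about 50% when tested at 10 µM, limit read from the data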
# Hsp70 act: Hsp70 transcriptional activation, primary screen. HeLa Hsp70 promoter luciferase reporter, luminescence; scaled: vehicle 0, proteasome-inhibitor control 100%. activation, % at 10 µM. 200,000 tested, 0.04% active;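 active = activation above the mean across all tested compounds plus 3 SD, cutoff set per campaign, cut at about 5.5% in these data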;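 also: 100% = MG132 at 30 µM as the positive control and 0% = DMSO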
# NF-kB neuron act: NF-kB expression increase, human neuronal cells | 190,000 tested, 1.6% active | fold change at 12.5 µM | AID 1239 | NF-kB reporter expression; active compounds read high; in the data active = fold change above about 3.3
# Redox H2O2 prof: compounds producing H2O2 with reducing agent – biochemical, NIH compound library profiling, artefact control for MLSCN library redox annotation, primary screen; 200,000 tested, 0.03% active; DTT-dependent redox cycling H2O2, phenol red/HRP absorbance; 100% = 100 µM peroxide control, 0% = buffer; activation, % at 10 µM;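 active = activation of at least 50% relative to the plate's high and low controls in the primary single-dose screen; inactive = activation below 50%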;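 also: compound incubated with DTT at 0.8 mM final as the reducing agent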
# * = called active by the depositor; nt = no result given. An unsorted share of the library. About 5.3% of those tested had a hit in this group.
SMILES,APP 5'UTR act,G6PDH CS,Efa HMGR inh,APP transl inh,STAT1 activator,FLuc stim CS,FLuc inh counter,Hsp70 act,NF-kB neuron act,Redox H2O2 prof
COC(=O)NNC(=S)NCc1ccccc1,4,7,-2,-4,98,1,-4,-0.3,1,0.5
CCN(CC)c1nc(C)c2c(c1C#N)CC(C)(C)OC2,-4,10,0,4,105,1.1,-7,1.3,1,0.0
CCCOC(=O)CSc1nnc(-c2ccccc2Cl)o1,6,-5,-3,-6,97,1,-1,-0.3,1.1,0.8
Cc1nonc1OCCNC(=O)C12CC3CC(CC(C3)C1)C2,2,-2,3,-2,98,1.1,-7,-0.2,1.1,0.5
COC(=O)C1=C(C(=O)OC)SC2(S1)C(C(=O)OC)=C(C(=O)OC)SC1=C2c2cc(C)ccc2NC1(C)C,30,7,1,-30,94,1,-2,-0.2,1,-1.1
CN(C)C(=O)CSc1ncnc2scc(-c3ccccc3)c12,-6,9,-7,6,86,1,-4,0.1,1.1,0.1
O=C(NCc1ccccc1)C(c1ccc(F)cc1)N(Cc1ccco1)C(=O)c1ccccn1 (configuration not stated),9,0,-1,-9,95,1.1,-8,-0.2,0.74,2.0
COc1cc(CCC(=O)Oc2ccc(C(C)=O)cc2)cc(OC)c1OC,6,-9,-14,-6,109,1,-4,-0.2,1.4,0.4
CC(C)(C(=O)O)n1cncn1,-19,6,1,19,105,1,-3,0.1,1.1,-2.1
Cc1cc(/C=C2/C(=O)N(C)C(=S)N2C)c(C)n1C1CC1,51,-6,-3,-51,99,1,1,-0.3,2.2,-0.3
O=C(O)/C=C/C(=O)NCCc1cccc(Cl)c1,6,7,-3,-6,95,1,-4,0.2,1.3,-2.2
O=C(CN(c1cccc(Cl)c1)S(=O)(=O)c1ccc(Cl)cc1)N1CCc2ccccc2C1,4,3,-5,-4,98,1,3,0.1,0.76,-0.5
COC(=O)CCC(=O)Oc1ccc(OC(=O)CCC(=O)OC)cc1,-5,6,-7,6,82,1,-4,-0.5,1.9,0.0
COC(=O)Nc1ccc(S(=O)(=O)Nc2cccc3ccccc23)cc1,0,6,-2,0,84,1,-3,-0.1,0.67,-0.8
O=S(=O)(Nc1ccc(F)cc1)c1ccc(NC(=S)Nc2ccccc2)cc1,-5,2,-7,5,99,1,-5,0.1,1,-2.6
Cn1c(=O)n(C)c2cc(C(=O)Nc3ccc4c(c3)OCO4)ccc21,-15,-28,-2,15,67,1,1,0.6,1.5,0.9
COC(=O)c1[nH]c2ccccc2c1NC(=O)c1ccccc1[N+](=O)[O-],5,-3,-1,-5,98,1,0,-0.2,0.71,-0.3
COc1ccc(C(=O)/C=C/C(=O)N(CC(=O)NC2CCCCC2)Cc2ccccc2OC)c(O)c1,-75,10,-5,75*,101,1.1,-7,-0.1,1.7,0.2
CCOC(=O)Cn1ccc(O)c(Cc2ccc(Cl)cc2Cl)c1=O,-8,2,0,8,106,1.1,-6,-0.4,1.1,0.0
O=C(CSc1nnc(Cc2cc(=O)[nH]c(=O)[nH]2)n1-c1ccccc1)N1CCCCC1,7,1,3,-6,95,1.1,-6,-0.3,1.1,-2.0
O=C(NCC1CCCO1)c1cc([N+](=O)[O-])ccc1Cl (configuration not stated),8,-1,-1,-8,105,1,-4,-0.2,1.1,-0.8
CCc1noc(C)c1C(=O)Nc1ncc(C)s1,-10,-14,-5,10,93,1.1,-8,-0.3,0.83,0.8
COc1ccc(OC)c(NC(=O)c2nnn(Cc3ccccc3C)c2N)c1,9,-9,1,-9,90,1,-1,-0.2,0.68,0.7
O=C(Cc1ccccc1)Nc1cccc(N2CCCC2)c1,3,-10,-2,-3,102,1,0,0.1,1.3,-0.6
COc1ccc(NS(=O)(=O)c2ccc(NC(=O)c3ccccc3)cc2)nn1,-6,7,-2,6,103,1,-3,0.0,nt,-0.9
CCN(C(=O)CSc1cc(C)c2cccc(C)c2n1)C1CCS(=O)(=O)C1 (configuration not stated),-4,0,-1,4,94,1.1,-10,0.1,1,-1.7
COc1ccc(NCC(=O)N/N=C/C=C\c2ccccc2)cc1,-7,3,-3,7,96,0.7,32,-0.1,1.3,-0.2
CCOc1ccc(C(=O)Nc2c3c(nn2-c2ccc(C)cc2)CS(=O)C3)cc1OCC (configuration not stated),2,-26,-4,-2,97,1.1,-10,0.1,1.3,-0.8
COC(=O)C1CCN(c2nc3ccccc3nc2C(C#N)C(=O)NCCc2ccccc2)CC1 (configuration not stated),6,3,-6,-6,95,1,2,-0.3,0.82,-0.4
COc1c(O)ccc(C2NC(=O)NC(C)=C2C(=O)Nc2ccccc2C)c1[N+](=O)[O-] (configuration not stated),27,7,0,-27,100,1,-1,-0.1,1.3,-1.6
Cn1c(NC(=O)CCc2ccccc2)cc(=O)n(C)c1=O,50,-4,2,-50,138*,0.8,16,-0.2,2.2,-1.4
CCN(CC)C(=O)c1ccc(Oc2ccc([N+](=O)[O-])cc2Cl)cc1,-16,2,-3,16,91,1,0,-0.2,0.73,-0.6
Cc1cc(C)cc(C(=O)/C=C2\NC(=O)CS2)c1,11,4,-2,-11,102,1,1,-0.1,1.3,1.2
Cc1cc(C(=O)NNC(=O)CCC2CCCCC2)c(C)o1,4,-4,1,-4,100,1,-4,0.2,1.1,-0.4
Cc1nc(N2CCCCC2)c2sc(=S)n(C)c2n1,7,-31,-10,-7,94,1,-4,0.1,1.1,-0.6
C=CC[n+]1c(C)csc1Nc1cccc(Br)c1,-14,5,-5,14,109,1,-4,0.2,1.3,-3.7
Cc1c(C(=O)N2CCCCC2)sc(NC(=O)C2CC2)c1C#N,-3,5,0,2,103,1.1,-5,-0.3,0.9,-0.5
CC(C)N1C(=O)S/C(=C/c2ccc(Sc3nc4ccccc4[nH]3)o2)C1=O,0,-14,-2,0,94,1,-4,-0.3,0.56,0.2
O=C(CSc1cccc(C(F)(F)F)c1)Nc1ccc(Cl)cc1Cl,nt,0,-5,nt,91,1.1,-5,-0.4,1.1,-13
O=C(c1cc2c(s1)-c1ccccc1OC2)N1CCN(c2ccccn2)CC1,4,3,-8,-4,100,1,-3,-0.1,1.2,-0.9
O=S(=O)(NCc1ccccc1)c1ccc(S(=O)(=O)N(Cc2ccccn2)C2CCCC2)cc1,-5,-3,-5,4,101,1.1,-6,-0.2,1,0.8
Cc1cc2c(OCC(O)CNC3CCCCC3)cccc2[nH]1 (configuration not stated),5,2,-5,-5,103,1,-1,-0.1,0.94,-0.3
Cc1c(NC(=O)c2ccc(N(Cc3ccccc3)S(C)(=O)=O)cc2)c(=O)n(-c2ccccc2)n1C,-6,14,-2,6,105,1,-1,-0.1,1.2,-0.6
CCN(c1ccccc1)S(=O)(=O)c1ccc(OC)c(NC(=O)c2cccs2)c1,6,-2,-4,-6,99,1,-3,-0.3,0.85,-0.7
CCOC(=O)c1cc(CC)sc1N1C(=O)CC(Sc2ncccc2C(=O)O)C1=O (configuration not stated),5,-1,1,-5,100,1,-3,0.0,0.92,0.5
CCCC(=O)Nc1nc(C)c(-c2csc(Nc3ccccc3OC)n2)s1,-1,-3,2,1,107,1.1,-11,-0.4,0.82,-3.0
NC(=O)c1ccc(NC(=O)CSC2=Nc3ccccc3C3CC=NN23)cc1 (configuration not stated),4,-2,-4,-4,97,1,-4,0.1,0.95,0.1
COc1cc(NC(=O)CCNC(=O)Cn2cnc3ccccc3c2=O)cc(OC)c1OC,-3,0,2,3,98,0.9,15,-0.3,0.99,0.3
CCCC(=O)N1N=C(c2ccccc2)CC1c1cn(C)c2ccccc12 (configuration not stated),15,6,-1,-15,95,1,-2,-0.5,0.86,0.5
CCOC(=O)C1=C(NC#N)OC(C)=C(C)C1c1ccc(O)cc1 (configuration not stated),8,26,0,-8,97,1,-2,-0.1,0.89,-2.7
COC(=O)NCC(C)OC(=O)Nc1cccc(Cl)c1 (configuration not stated),12,5,-1,-12,106,1,3,0.1,0.92,3.7
O=C(c1ccccn1)N1CCN(S(=O)(=O)c2ccc(F)cc2)CC1,0,-2,-1,0,99,1,-1,0.0,1.1,-0.1
C(=N\Nc1ccccn1)/c1ccc2c(c1)OCCO2,140*,6,-4,-140,137*,0.2,78*,0.0,1,0.4
O=C(CCCn1cc([N+](=O)[O-])cn1)NC1CCCCCC1,13,0,2,-13,96,1.1,-11,0.0,1.1,0.2
CCOc1ccc(NC(=O)COC(=O)c2c(OC)cccc2OC)cc1,0,1,0,0,105,1.1,-6,0.0,1,-0.2
COc1cccc(CN(CC(=O)NCC2CCCO2)C(=O)CNS(=O)(=O)c2ccccc2)c1 (configuration not stated),12,nt,nt,-12,96,nt,nt,-0.2,nt,1.9
COCCn1c(SCC(=O)c2ccc3c(c2)OCCO3)nnc1-c1ccoc1C,-4,10,-1,4,101,1,-2,0.4,0.93,1.8
COc1ccc(OC)c(-n2c(-c3ccc(S(C)(=O)=O)cc3)cc(C=O)c2C)c1,5,16,-1,-5,99,1,-4,-0.4,1.1,1.8
O=C(c1ccccc1-c1nc(-c2ccccc2)no1)N1CCCC1,18,4,1,-18,113,1,2,-0.3,1.2,-0.7
Cn1c(N)c(C(=O)COC(=O)c2cc(C3CC3)nc3ccccc23)c(=O)n(C)c1=O,-5,12,-4,5,108,1,-2,0.0,0.33,0.6

# More results
SMILES,APP 5'UTR act,G6PDH CS,Efa HMGR inh,APP transl inh,STAT1 activator,FLuc stim CS,FLuc inh counter,Hsp70 act,NF-kB neuron act,Redox H2O2 prof
Cc1ccc(S(=O)(=O)NC2=NCN(CCc3ccccc3)CN2)cc1,-10,13,-3,10,97,1,4,0.2,1.2,-0.3
Cc1cccc(-c2c3c(=O)n(C)c(=O)n(C)c3cn2C(C)(C)C)c1,8,3,3,-8,99,1,-3,-0.2,0.77,-1.4
CCOc1cc(C)c(Cl)cc1S(=O)(=O)N(CC)CC,18,6,-3,-18,101,1.1,-10,-0.1,0.99,2.1
CN1C(=O)CC(N2CCN(Cc3ccc(Cl)cc3)CC2)C1=O (configuration not stated),-20,13,-1,20,101,1,2,-0.4,1.2,-0.2
O=C(Nc1ccc([N+](=O)[O-])cc1)c1cc(-c2ccccn2)nc2c(Cl)cccc12,0,11,-1,0,95,1.1,-5,-0.2,1.2,-0.1
COc1ccccc1-c1c(C(F)(F)F)oc2cc(OCC(=O)Nc3cc(C)ccc3C)ccc2c1=O,-2,-30,-11,2,92,1.1,-5,-0.4,1.1,0.1
C=CCn1c(CCCOc2ccc(Cl)cc2Cl)n[nH]c1=S,-8,6,-4,8,112,1,-4,-0.1,1.3,0.0
